# Screening results as filed in PubChem.
# GLP-1R inv ag = inverse agonists of human GLP-1 receptor. P43220. HEK293 GLP-1R CRE-luciferase, luminescence, 24 h; GLP-1R form is constitutively active. Potency, µM (top dose mostly 38.3 µM), for the others: top-dose activity change, negative = inhibition, actives largely listed as inhibitors. 1.6% of 410,000 active. AID 624417; note: % is set by controls: 0 for no effect and ±100 for the full control effect; nearly all actives have a fitted effect of over 55% in size
# Target sequence (P43220 whole entry, looked up): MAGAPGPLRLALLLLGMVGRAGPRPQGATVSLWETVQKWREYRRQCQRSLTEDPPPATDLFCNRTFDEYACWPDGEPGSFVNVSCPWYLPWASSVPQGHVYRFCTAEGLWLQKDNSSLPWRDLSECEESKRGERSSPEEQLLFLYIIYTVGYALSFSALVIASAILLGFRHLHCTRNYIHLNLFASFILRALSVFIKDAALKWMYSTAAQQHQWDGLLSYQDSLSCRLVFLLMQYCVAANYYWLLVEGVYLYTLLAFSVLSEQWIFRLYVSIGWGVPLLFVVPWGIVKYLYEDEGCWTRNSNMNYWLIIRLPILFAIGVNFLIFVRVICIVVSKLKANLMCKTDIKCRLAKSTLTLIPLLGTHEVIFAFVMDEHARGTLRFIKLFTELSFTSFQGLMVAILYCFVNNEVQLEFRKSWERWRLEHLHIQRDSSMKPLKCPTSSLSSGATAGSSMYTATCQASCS
#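 Readout was luciferase luminescence, measured 12 min after detection reagent at room temperature. Beforehand, GLP-1R reporter HEK293 cells had sat 12 h, then received compounds for 24 hr at 37 deg C.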
# SW480 rerep = inducers of DNA re-replication in SW480 colon cancer cells; 1.8% of 340,000 active; Potency, µM (titrated, usually from 46.1 µM), inactives show at the top dose re-replication activation, usual class: activators; SW480 DNA re-replication, Hoechst DNA content imaging, 48 h; note: % of control where 0% means no effect; nearly all actives have a fitted effect of over 55% in size
#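 Per well, 250 cells were exposed to pinned compound for 48 hr. Nuclear DNA was visualised with Hoechst (40 min, 37 C) and total object intensity recorded by fluorescence scanning.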
# KB-V1 MDR tox = kills drug-selected multidrug resistant KB-V1 cells; KB-V1 MDR cells viability, CellTiter-Glo, 72 h; Potency, µM (highest dose often 46.1 µM), for the others: at the highest dose activity change, negative = cytotoxicity, hits mostly cytotoxic; 3.4% of 400,000 active; AID 1347076; note: % is set by controls: 0 for no effect and ±100 for the full control effect; nearly all actives have a fitted effect of over 60% in size
#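 Potencies derive from concentration-effect curves fitted to normalized luminescence (CellTiter-Glo) of KB-V1 cells treated for 72 h at 37 degrees C in phenol-red-free DMEM containing 10% FBS.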
# GLP1R cytotox = cytotoxicity counter-screen for GLP-1 receptor inverse agonists | Potency, µM (series often up to 38.3 µM), without a hit: at the top dose activity change, negative = inhibition, most hits filed as inhibitors | 0.13% of 410,000 active | HEK293 cAMP-luciferase reporter cells, luminescence, 24 h;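 note: loss of luciferase light is scored as toxicity; % is set by controls: 0 for no effect and ±100 for the full control effect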
#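 Cells in DMEM/10% Nu serum/1% pen-strep, 1536-well format. Pre-incubated 12 h, dosed with 23 nL compound, incubated a further 24 h. Luciferase detection, 12 min at room temp, luminescence.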
# HT1080NT lethal = kills 2HG-producing HT-1080-NT fibrosarcoma cells | Potency, µM (doses to about 46.1 µM), inactives show at the highest dose activity, negative = less viability, usual class: cytotoxic | 1.6% of 360,000 active | HT-1080-NT fibrosarcoma viability, CellTiter-Glo ATP luminescence, 48 h | AID 686970;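 note: NT is the 2HG producing partner of a matched IDH1 knockdown line; 0% = DMSO-treated cells and -100% = media-only wells without cells; nearly all actives have a fitted effect of over 55% in size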
#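 A 48-hour cytotoxicity screen used HT-1080-NT cells plated 2 hours before compound delivery. ATP-based CellTiter-Glo luminescence measured viability, normalized to DMSO and no-cell controls.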
# TDP-43 yeast inh = inhibitors of TDP-43 toxicity in yeast | TDP-43 expressing yeast growth rescue, BacTiter-Glo, 24 h | Potency, µM (top dose mostly 46.1 µM), for inactives: at the top dose growth rescue (activation), most hits filed as activators | 1.8% of 410,000 active | AID 652104; note: % of control where 0% means no effect; nearly all actives have a fitted effect of over 50% in size
#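 In this qHTS, compounds that restore growth of yeast expressing TDP-43 appear as activators. Cells (OD600=0.02, galactose medium, raffinose-pregrown) are incubated with compound 24 hr at 30 deg C and growth is quantified by BacTiter-Glo.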
# GLP-1R agonist = GLP-1 receptor (human) agonism | Potency, µM (top dose mostly 45.6 µM), inactives show top-dose activation, most hits filed as activators | 0.007% of 380,000 active | HEK293 GLP-1R CRE-luciferase, luminescence, 4-6 h; cells express a hypersensitive GLP-1R form | P43220; note: % of control where 0% means no effect
# KB-3-1 tox = kills parental KB-3-1 adenocarcinoma cells. KB-3-1 viability, CellTiter-Glo ATP luminescence, 72 h. Potency, µM (titrated, usually from 46.1 µM), for the others: top-dose activity change, negative = cytotoxic, hits mostly cytotoxic. 1.4% of 400,000 active. AID 1347075; note: % is set by controls: 0 for no effect and ±100 for the full control effect; nearly all actives have a fitted effect of over 60% in size
#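 Viability of parental KB-3-1 cells, measured by CellTiter-Glo luminescence, followed a 72 h incubation at 37 °C with pinned compounds in phenol-red-free DMEM containing 10% FBS.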
# HT1080 IDH1KD tx = kills HT-1080 cells with IDH1 knockdown; HT-1080 IDH1 knockdown viability, ATP luminescence, 48 h; Potency, µM (titrated, usually from 46.1 µM), inactives show top-dose activity, negative = toxicity, most hits filed as cytotoxic; 2% of 360,000 active;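 note: 0% = DMSO wells and -100% = cell-free medium wells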
#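 CellTiter-Glo luminescence after 48 h compound exposure at 37 degrees C of IDH1-knockdown HT-1080 cells in 5% FBS RPMI. %Activity scaled between DMSO wells and cell-free media wells, with curves fitted and assigned curve classes.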
# * = called active by the depositor; ? = inconclusive; nt = no result given; [ ] = dose if it differs, or a comment. Calls come from the whole dose curve; as a rule, active = well fitted curve in the direction sought with a large enough effect; inconclusive = small, poorly fitted or top-dose-only effect, or another doubt; inactive = no such curve, though single readings can be large; an effect the other way counts as inactive or inconclusive. Potency is the fitted concentration of half-maximal effect.
entry	smiles	GLP-1R inv ag	SW480 rerep	KB-V1 MDR tox	GLP1R cytotox	HT1080NT lethal
1	Cc1ccc2oc(C(=O)N3CCCCCC3)c(C)c2c1	?	-9%	24%	14%	2%
2	CC12CCC(C/C1=N/NC(=O)COc1ccccc1Cl)C2(C)C (configuration not stated)	-2%	-33%[inhibitor]	0%	-3%	4%
3	COc1ccc(NC(=O)c2ccc(NC3CC(=O)N(c4ccc(C)cc4C)C3=O)cc2)cc1 (configuration not stated)	3%	?	0%	-7%	-24%
4	COc1ccc(-c2nc(C#N)c(NCc3ccccc3Cl)o2)cc1OC	260%[activator]	-10%	?	3%	-29%
5	Cc1ccc(Sc2ncccc2COC(=O)Nc2c(C)cccc2C)cc1	7.9µM*	?	0%	9%	?
6	CCCCNC(=O)c1onc(CSc2ccccc2)c1C(=O)NCCCC	?	-6%	0%	2%	18%
7	Cc1cc(C)nc(/N=C(\N)Nc2cccc(OCc3ccccc3)c2)n1	?	?	5.8µM*	?	?
8	C=CCNC(=O)C1CCN(C(=O)c2ccc(-c3ccccc3)cc2)CC1	6%	6%	0%	6%	13%

entry	TDP-43 yeast inh	GLP-1R agonist	KB-3-1 tox	HT1080 IDH1KD tx
1	-9%	31%	0%	-5%
2	15%	-2%	1%	18%
3	3%	2%	-7%	-16%
4	-17%	5%	-12%	-25%
5	?	-1%	26µM*	?
6	7%	5%	14%	1%
7	3%	-1%	?	?
8	-8%	4%	5%	8%

# More entries.
entry	smiles	GLP-1R inv ag	SW480 rerep	KB-V1 MDR tox	GLP1R cytotox	HT1080NT lethal
9	OCCC1CN(Cc2ccc3cc(Cl)ccc3n2)CCN1Cc1ccsc1 (configuration not stated)	?	?	-25%	17%	-12%
10	COc1ccc(C(=O)Nc2cccc(NC(C)=O)c2)cc1OC	83%[activator]	-1%	4%	19%	4%
11	CCOC(=O)c1cnn(-c2nc3c(C)cccc3s2)c1C(F)(F)F	2%	-1%	0%	-6%	-13%
12	O=C(CNC(=O)c1ccc(Br)o1)NC12CC3CC(CC(C3)C1)C2	-10%	?	-3%	-2%	0%
13	CCCNC(=O)C1(C)CCCN(C(=O)c2ccc3c(c2)CCO3)C1 (configuration not stated)	27%	nt	6%	-2%	16%
14	COc1ccccc1N1CCN(CC(O)c2ccc3cc[nH]c3c2)CC1 (configuration not stated)	?	20%	-6%	-18%	-3%
15	CCN(CC)CCNC(=S)Nc1ccc2nc(N3CCOCC3)cc(C)c2c1	-28%	8%	-7%	?	-7%
16	CCOc1cccc2cc(C(=O)Nc3nccs3)c(=O)oc12	10%	-19%	8%	-1%	23%

entry	TDP-43 yeast inh	GLP-1R agonist	KB-3-1 tox	HT1080 IDH1KD tx
9	6%	0%	?	?
10	-4%	13%	1%	9%
11	-3%	-2%	4%	-4%
12	21%	5%	14%	8%
13	22%	3%	0%	0%
14	-2%	0%	-9%	-13%
15	14%	-3%	-8%	0%
16	19%	-12%	8%	25%

# New compounds follow
entry	smiles	GLP-1R inv ag	SW480 rerep	KB-V1 MDR tox	GLP1R cytotox	HT1080NT lethal
17	CN(C)CCCOC(=O)CCc1ccccc1	2%	-6%	11%	18%	14%
18	CCS(=O)(=O)NCc1csc(C)n1	9%	-9%	15%	11%	14%
19	O=C(C[C@@H]1C/C=C\C[C@@H](NC(=O)OCC2c3ccccc3-c3ccccc32)C(=O)OC[C@@H](Cc2ccccc2)NC1=O)NCCO	-3%	-6%	14%	3%	-2%
20	CCOC(Cn1c(CCCO)nc2ccccc21)OCC	41%[activator]	0%	-4%	12%	11%
21	Cc1ccnc(NS(=O)(=O)c2ccc(N=CC3=C(O)CC(C)(C)CC3=O)cc2)n1	15%	-1%	2%	-2%	1%
22	CC(C)=NNc1nc2c(c(=O)n(C)c(=O)n2C)n1CCc1ccccc1	39%[activator]	12%	3%	-2%	-28%
23	O=C(O)CCCCCNC(=O)c1ccccc1	-11%	-5%	-1%	-1%	0%
24	COc1ccc(CCN(Cc2nc3ccccc3c(=O)[nH]2)C(=O)c2ccco2)cc1	-2%	17%	21µM*	2%	-6%

entry	TDP-43 yeast inh	GLP-1R agonist	KB-3-1 tox	HT1080 IDH1KD tx
17	21%	3%	14%	20%
18	-23%	13%	4%	14%
19	2%	6%	-7%	-2%
20	26%	9%	0%	9%
21	0%	-6%	5%	1%
22	-21%	3%	-1%	1%
23	-6%	-7%	1%	0%
24	3%	9%	0%	-5%

# Filtered by structure, those above with a Cl atom.
entry	smiles	GLP-1R inv ag	SW480 rerep	KB-V1 MDR tox	GLP1R cytotox	HT1080NT lethal
2	CC12CCC(C/C1=N/NC(=O)COc1ccccc1Cl)C2(C)C (configuration not stated)	-2%	-33%[inhibitor]	0%	-3%	4%
4	COc1ccc(-c2nc(C#N)c(NCc3ccccc3Cl)o2)cc1OC	260%[activator]	-10%	?	3%	-29%
9	OCCC1CN(Cc2ccc3cc(Cl)ccc3n2)CCN1Cc1ccsc1 (configuration not stated)	?	?	-25%	17%	-12%

entry	TDP-43 yeast inh	GLP-1R agonist	KB-3-1 tox	HT1080 IDH1KD tx
2	15%	-2%	1%	18%
4	-17%	5%	-12%	-25%
9	6%	0%	?	?

# Additional records follow:
entry	smiles	GLP-1R inv ag	SW480 rerep	KB-V1 MDR tox	GLP1R cytotox	HT1080NT lethal
25	CCC(C)NS(=O)(=O)c1cc2c3c(c1)CCN3C(=O)CC2 (configuration not stated)	25%	-2%	?	12%	-2%
26	CCc1ccc(C2C(C(=O)Nc3ccc(Cl)cc3)=C(C)Nc3ncnn32)cc1 (configuration not stated)	-35%	nt	3%	4%	nt
27	CCn1cc(C(=O)N2CCc3ccccc32)c(=O)c2cc(S(=O)(=O)N3CCOCC3)ccc21	1%	-5%	-13%	-5%	-1%
28	O=C(CSc1nnc2ccccn12)Nc1ccc(S(=O)(=O)N2CCOCC2)cc1	3%[0.307 µM]	-2%	6%	1%[0.307 µM]	3%
29	Cc1ccc(NS(=O)(=O)c2ccc3c(c2)C(=O)c2ccccc2C3=O)c(C)c1	1%	1%	0%	-16%	-29%
30	CC(C)(Cc1ccccc1)/[N+]([O-])=C\c1ccccc1	-2%	-12%	-6%	21%	21%
31	Cc1ccccc1SC1CCN(C(=O)C2CCC(=O)N(C3CC3)C2)CC1 (configuration not stated)	-12%	17%	-14%	-5%	2%
32	CCOc1ccc(NC(=O)c2cc3c(=O)n4cccc(C)c4nc3s2)cc1	8%	nt	5%	3%	nt

entry	TDP-43 yeast inh	GLP-1R agonist	KB-3-1 tox	HT1080 IDH1KD tx
25	5%	-6%	1%	-1%
26	16%	nt	-8%	nt
27	21%	-1%	4%	1%
28	-15%	-4%	0%	13%
29	10%	-7%	10%	-30%
30	-7%	-2%	13%	6%
31	15%	-4%	-5%	-1%
32	19%	nt	-12%	nt

# An excerpt from above in order of their number in SW480 rerep, low to high:
entry | structure | GLP-1R inv ag | SW480 rerep | GLP-1R agonist
30 | CC(C)(Cc1ccccc1)/[N+]([O-])=C\c1ccccc1 | -2% | -12% | -2%
27 | CCn1cc(C(=O)N2CCc3ccccc32)c(=O)c2cc(S(=O)(=O)N3CCOCC3)ccc21 | 1% | -5% | -1%
28 | O=C(CSc1nnc2ccccn12)Nc1ccc(S(=O)(=O)N2CCOCC2)cc1 | 3%[0.307 µM] | -2% | -4%
29 | Cc1ccc(NS(=O)(=O)c2ccc3c(c2)C(=O)c2ccccc2C3=O)c(C)c1 | 1% | 1% | -7%
31 | Cc1ccccc1SC1CCN(C(=O)C2CCC(=O)N(C3CC3)C2)CC1 (configuration not stated) | -12% | 17% | -4%

# New compounds follow
entry	smiles	GLP-1R inv ag	SW480 rerep	KB-V1 MDR tox	GLP1R cytotox	HT1080NT lethal
33	O=C1CSC(c2ccccc2)N1CC12CC3CC(CC(O)(C3)C1)C2 (configuration not stated)	?	-2%	0%	-2%	8%
34	COCCN(CCOC)c1nc(-c2ccc(C)cc2)nc2ccccc12	?	7%	?	-18%	-29%
35	CCOC(=O)/C(C#N)=C/c1cc2ccccc2nc1N1CCOCC1	12%	-2%	21%	-2%	-1%
36	Cc1ccc(C)c(NC(=S)N2CCN(Cc3ccccc3)CC2)c1	?	-2%	1%	-6%	0%
37	COc1cc(CCC(=O)N2CCN(c3cccc(C)c3C)CC2)cc(OC)c1OC	?	2%	?	-13%	-18%
38	C=CCn1c(SCC(=O)NC2CCCCC2)nnc1-c1ccccn1	8%	-2%	?	1%	4%
39	Cc1[nH]c(C)c(S(=O)(=O)Nc2ccc(F)cc2Cl)c1C(=O)N1CCCC1	?	-6%	?	-13%	4%
40	Cc1ccc2nc(SCC(=O)Nc3ccccc3F)nc(=O)n2c1	5%	-6%	-24%	-24%	-3%

entry	TDP-43 yeast inh	GLP-1R agonist	KB-3-1 tox	HT1080 IDH1KD tx
33	-7%	-11%	1%	7%
34	15%	14%	-5%	-19%
35	20%	2%	2%	1%
36	-4%	6%	5%	-10%
37	21%	11%	-16%	-6%
38	10%	0%	0%	0%
39	10%	-1%	0%	-1%
40	18%	12%	-3%	-4%

# More structures
entry	smiles	GLP-1R inv ag	SW480 rerep	KB-V1 MDR tox	GLP1R cytotox	HT1080NT lethal
41	CC1=C(C(=O)Nc2ccc(Cl)cc2)C(c2cccs2)n2nc(SCc3cccc(C)c3)nc2N1 (configuration not stated)	-4%	nt	-2%	-11%	nt
42	O=C1c2[nH]nc(-c3ccccc3O)c2C(c2cccc(Cl)c2)N1CC1CCCO1 (configuration not stated)	?	19%	?	?	-28%
43	Cc1ccc(-c2nn(-c3ccccc3)cc2/C=C(\C#N)C(=O)NCc2ccccc2)cc1	13%	1%	-2%	-9%	-11%
44	CCSC(=S)Nc1c(C)n(C)n(-c2ccccc2)c1=O	-22%	-3%	0%	-6%	-3%
45	COCc1ccc(C(=O)N2CCCC(C(=O)c3ccc(SC)cc3)C2)o1 (configuration not stated)	-23%	8%	?	9%	8%

entry	TDP-43 yeast inh	GLP-1R agonist	KB-3-1 tox	HT1080 IDH1KD tx
41	20%	1%	11%	nt
42	-10%	1%	?	?
43	-24%	0%	3%	-21%
44	-23%	-3%	12%	-6%
45	23%	4%	13%	4%
